# ER stress rescue: protection against thapsigargin-triggered cell killing – 384-well, CSM14.1, ATP luminescence, primary screen (AID 1222) | CSM14.1 thapsigargin-induced death rescue, ATP luminescence; higher % means a stronger effect | one-dose cellular ATP content (survival), % at 20 µM; EC50 in µM for titrated hits | 190,000 tested, under 10 active;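 active means EC50 below 50 µM in the dose-response confirmation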;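 further: death triggered by thapsigargin at about 15 µM added after 2 h compound pretreatment; cell ATP read after overnight thapsigargin exposure of roughly 18 to 22 hours; normalized against plate controls of thapsigargin alone and 5% DMSO vehicle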
# AID2073: disruptors of CaV2.2 binding to Mint1 – biochemical, HTRF (AID 2073). HTRF protein-protein interaction, Mint1-CaV2.2; higher % means a stronger effect. inhibition, % at 20 µM; hits with a dose series show IC50 in µM. hit rate 0.19% among 290,000; in the data active means inhibition mostly above about 51%, no sharp cut-off; inconclusive means no clear call, values can overlap the other calls; inactive means mostly below about 53%; further: some results filed as inactive read as strong as hits
# SIAH1 antagonists: blockers of Siah-1 interaction with plectin peptide – biochemical, fluorescence polarization, rhodamine-plectin, uHTS, primary screen (AID 1817); displacement, % at 20 µM, or IC50 in µM where a hit was titrated; Siah-1 / rhodamine-plectin peptide fluorescence polarization; higher % means a stronger effect; hit rate 0.02% among 290,000;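 active means displacement of at least 50% at 20 µM, with a fluorescence ratio check between 0.3 and a set limit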;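 further: plate controls were Siah plus tracer with DMSO for no effect and tracer alone without Siah for full effect; strong numbers were not always called active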
# P. falciparum M17LAP: P. falciparum M17LAP inhibitors, primary screen, biochemical, fluorogenic H-Leu-NHMec substrate, 1536-well (AID 1619); recombinant M17LAP, H-Leu-NHMec fluorogenic kinetic assay; higher % means a stronger effect; inhibition, % at 30 µM; hits with a dose series show IC50 in µM; hit rate 0.38% among 220,000;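 active means compound inhibiting the enzyme by more than half at any dose during confirmatory dose-response retesting; inconclusive means strong single-dose inhibitors picked by rank but not retested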;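 further: plate controls were full reaction with DMSO carrier for no effect and no enzyme background for full effect; strong numbers were not always called active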
# LYP inhibition: PTPN22 lymphoid phosphatase activity blockers – biochemical, fluorescence intensity, uHTS (AID 1779) | recombinant LYP phosphatase, fluorescence intensity; higher % means a stronger effect | inhibition, % at 11.5 µM; hits with a dose series show IC50 in µM | hit rate 0.054% among 290,000;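 further: plate controls were vehicle with enzyme for no effect and no enzyme for full effect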
# XIAP antagonists: XIAP antagonists, biochemical, IAP family, fluorescence polarization (AID 1018); XIAP BIR domain, fluorescence polarization peptide displacement; higher % means a stronger effect; displacement, % at 20 µM, or IC50 in µM where a hit was titrated; hit rate 0.007% among 200,000; in the data active means displacement above about 50%; further: a part of the inactive calls stands beside numbers as strong as those of hits
# NOD2 inhibition: NOD2 signaling inhibitors, cell-based, luminescence, uHTS, HEK293 (AID 1566); hit rate 0.63% among 290,000; inhibition, % at 4 µM; hits with a dose series show EC50 in µM; HEK293 NOD2/NF-kB luciferase reporter, luminescence; higher % means a stronger effect; further: many of its hits are not listed in these tables
# Hep lipid drop: modulators of hepatic lipid droplet formation. AML12 mouse hepatocytes, oleate lipid droplets, BODIPY imaging. AID 1656. inhibition, % at 6.5 µM. hit rate 0.4% among 240,000;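 active means lipid droplet intensity inhibited by at least 50%, with more than 500 cells counted; inconclusive means wells with under 300 cells, treated as cytotoxic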
#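 Assay system: AML12 hepatocytes (mouse) / Also added: 100 µM oleic acid challenge / Times: overnight treatment with compound plus oleate / Detection: high-content imaging of BODIPY-stained droplets and DAPI nuclei / Evaluation: % inhibition of lipid droplet signal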
# M1AAP inhibition: P. falciparum M1AAP inhibitors, biochemical, fluorogenic H-Leu-NHMec substrate, 1536-well (AID 1445); recombinant M1AAP, H-Leu-NHMec fluorogenic kinetic assay; higher % means a stronger effect; inhibition, % at 30 µM, or IC50 in µM where a hit was titrated; hit rate 0.42% among 220,000;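 active means primary inhibition above the hit cutoff, then over 50% inhibition at one or more dose response concentrations, cut at about 23% in these data, passing the limit was not always enough; inconclusive means conflicting primary data, or primary hits not chosen for dose response; inactive means low primary inhibition, or under 50% at every dose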;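 further: plate controls were DMSO full reaction for no effect and no enzyme background for full effect; strong numbers were not always called active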
# Hep lipid drop cells 6.5 µM: further read-out of Hep lipid drop, marked with its call; cell count; measured here: cell count, cytotoxicity flag;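 cells counted across two imaged fields per well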
# Starred values were filed as active, the others as inactive; ? = inconclusive; nt = not tested or not shown. Unless noted, no stated cut-off is given here; in the data, active means inhibition above about 50%; inactive means the rest. The list is partial; count on the stated rates, not on these rows.
Compound	LYP inhibition	M1AAP inhibition	AID2073	Hep lipid drop	NOD2 inhibition	XIAP antagonists	Hep lipid drop cells 6.5 µM	P. falciparum M17LAP	SIAH1 antagonists	ER stress rescue
O=C(CN1C(=O)NC(Cc2c[nH]c3ccccc23)C1=O)Nc1cccc(S(=O)(=O)N2CCOCC2)c1 (stereo unspecified)	-6%	10%	-10%	-2	0%	nt	712	1%	2%	nt
Cc1cccc(NC(=O)c2cc(-c3ccco3)nc3ccccc23)n1	0%	11%	32%	nt	18%	-4.9%	nt	-36%	7%	-1.8%
CS(=O)(=O)c1ccccc1C(=O)Nc1cccc2ncccc12	0%	nt	14%	1	-6%	nt	836	nt	1%	nt
CCn1c(SCc2cccc(F)c2)nnc1-c1ccncc1	-10%	nt	-2%	-1	-11%	nt	880	nt	-2%	nt
O=C(c1cc(=O)[nH]c2ccccc12)N1CCc2ccccc2C1	-6%	5%	5%	14	8%	-5.1%	679	-6%	1%	-0.8%
COc1ccc(CN2CN(c3ccc(Cl)cc3)C(=O)N(n3cnnc3)C2)cc1	-5%	5%	-15%	nt	-1%	-2.0%	nt	15%	2%	-0.7%
CS(=O)(=O)Nc1ccc(C2=NN(C(=O)c3ccco3)C(c3ccco3)C2)cc1 (stereo unspecified)	-1%	nt	29%	4	-103%	nt	738	nt	7%	nt
CCC(CC)C(=O)NCCNC(=O)C(CC)CC	-16%	1%	-2%	-2	10%	-4.0%	758	-16%	1%	-1.5%
CC(C)CC(OC(=O)c1nsc(Cl)c1Cl)C(=O)NC1CCCC1 (stereo unspecified)	-5%	nt	-5%	-11	3%	nt	814	nt	0%	nt
Cc1cc(=O)oc(C)c1C(=O)OCC(=O)c1ccc(Cl)cc1	-13%	2%	4%	nt	-8%	-4.6%	nt	-5%	-2%	-1.6%
CO/C=C/C#CC1(O)CCN(C)CC1	-2%	7%	6%	nt	-20%	-4.0%	nt	-4%	0%	-0.9%
O=C(O)c1cc(-n2nnnc2SCc2ccc([N+](=O)[O-])cc2)ccc1Cl	-5%	nt	0%	-8	10%	nt	870	nt	3%	nt
CCCCNC(=O)COC(=O)c1ccc(C)c(NC(=O)c2ccco2)c1	-5%	6%	0%	-2	10%	-3.8%	696	16%	-2%	0.6%
N#Cc1c(N2CCCCC2)nc(N2CCCCC2)c2c1CCN(Cc1ccccc1)C2	4%	12%	16%	-3	-13%	-11%	678	-6%	-2%	nt
Cc1ccc(Nc2c3c(nc4ncnn24)CC(C)CC3)cc1 (stereo unspecified)	4%	8%	4%	-14	7%	-2.6%	643	21%	0%	0.7%

# A run of entries taken from the entries so far, for reference:
Compound	LYP inhibition	M1AAP inhibition	AID2073	Hep lipid drop	NOD2 inhibition	XIAP antagonists	Hep lipid drop cells 6.5 µM	P. falciparum M17LAP	SIAH1 antagonists	ER stress rescue
CCn1c(SCc2cccc(F)c2)nnc1-c1ccncc1	-10%	nt	-2%	-1	-11%	nt	880	nt	-2%	nt
O=C(c1cc(=O)[nH]c2ccccc12)N1CCc2ccccc2C1	-6%	5%	5%	14	8%	-5.1%	679	-6%	1%	-0.8%
COc1ccc(CN2CN(c3ccc(Cl)cc3)C(=O)N(n3cnnc3)C2)cc1	-5%	5%	-15%	nt	-1%	-2.0%	nt	15%	2%	-0.7%
CS(=O)(=O)Nc1ccc(C2=NN(C(=O)c3ccco3)C(c3ccco3)C2)cc1 (stereo unspecified)	-1%	nt	29%	4	-103%	nt	738	nt	7%	nt
CCC(CC)C(=O)NCCNC(=O)C(CC)CC	-16%	1%	-2%	-2	10%	-4.0%	758	-16%	1%	-1.5%
CC(C)CC(OC(=O)c1nsc(Cl)c1Cl)C(=O)NC1CCCC1 (stereo unspecified)	-5%	nt	-5%	-11	3%	nt	814	nt	0%	nt
Cc1cc(=O)oc(C)c1C(=O)OCC(=O)c1ccc(Cl)cc1	-13%	2%	4%	nt	-8%	-4.6%	nt	-5%	-2%	-1.6%
CO/C=C/C#CC1(O)CCN(C)CC1	-2%	7%	6%	nt	-20%	-4.0%	nt	-4%	0%	-0.9%
O=C(O)c1cc(-n2nnnc2SCc2ccc([N+](=O)[O-])cc2)ccc1Cl	-5%	nt	0%	-8	10%	nt	870	nt	3%	nt
CCCCNC(=O)COC(=O)c1ccc(C)c(NC(=O)c2ccco2)c1	-5%	6%	0%	-2	10%	-3.8%	696	16%	-2%	0.6%
N#Cc1c(N2CCCCC2)nc(N2CCCCC2)c2c1CCN(Cc1ccccc1)C2	4%	12%	16%	-3	-13%	-11%	678	-6%	-2%	nt
Cc1ccc(Nc2c3c(nc4ncnn24)CC(C)CC3)cc1 (stereo unspecified)	4%	8%	4%	-14	7%	-2.6%	643	21%	0%	0.7%

# New compounds follow
Compound	LYP inhibition	M1AAP inhibition	AID2073	Hep lipid drop	NOD2 inhibition	XIAP antagonists	Hep lipid drop cells 6.5 µM	P. falciparum M17LAP	SIAH1 antagonists	ER stress rescue
c1ccc(CC(Nc2ccccn2)c2ccccc2)cc1 (stereo unspecified)	-2%	-7%	-4%	nt	-8%	-3.3%	nt	8%	7%	2.9%
CC(=O)N(CCS(=O)(=O)c1ccc(Cl)cc1)Cc1cccs1	-8%	-3%	1%	28	24%	nt	752	2%	-2%	nt
CCOC(=O)CN(C(=O)COc1nc(-c2ccccc2)cc(C)c1C#N)c1ccccc1	-1%	0%	-8%	-14	16%	nt	675	-4%	-4%	nt
Cc1onc(-c2c(F)cccc2Cl)c1C(=O)Nc1nc2ccccc2[nH]1	0%	1%	3%	-1	-13%	-4.3%	766	1%	-5%	-0.8%
CCOP(=O)(OCC)C(Nc1cccc(C(F)(F)F)c1)c1ccc(C)cc1 (stereo unspecified)	-2%	1%	-2%	24	5%	-4.7%	605	-5%	5%	1.5%
CCOC(=O)C1CCN(C(=O)Cn2cc(C(=O)OC)c3ccccc32)CC1	-2%	-5%	15%	7	10%	-2.9%	761	0%	3%	-2.0%
CCn1cnc2cc(NC(=O)c3cccs3)ccc21	-3%	1%	19%	3	-68%	10%	677	4%	-1%	-3.0%
CN1C(N)=NC(=O)/C1=C/c1ccccc1F	-10%	10%	16%	19	22%	-8.9%	668	9%	4%	-1.3%
CCN(CC(=O)NCC(=O)Nc1cccc(C)c1C)Cc1ccccc1	-8%	nt	-4%	-13	5%	nt	811	nt	5%	nt
CCCNC(=O)c1ccc(N2CCC3(CC2)CC(c2cccc(Br)c2)=NO3)c([N+](=O)[O-])c1	-2%	nt	-4%	1	37%	nt	762	nt	-4%	nt
CC(C)c1ccc(/C=C2\C(=O)N(CCN3CCOCC3)C(=S)N2C)cc1	0%	2%	-12%	2	19%	-3.3%	673	-5%	5%	-1.2%
OC(COCc1cccs1)CN1CCCCCC1 (stereo unspecified)	-6%	7%	-7%	nt	-2%	-4.5%	nt	12%	0%	-0.4%
COc1ccc(C)cc1N(C(=O)c1ccccc1)c1nc2ccccc2s1	4%	15%	19%	-39	-7%	-8.1%	638	9%	1%	3.1%
OC(COCCC12CC3CC(CC(C3)C1)C2)CN1CCCCC1 (stereo unspecified)	-8%	-6%	-10%	8	-11%	-5.0%	764	1%	1%	-1.9%
O=S(=O)(c1cccc(C(F)(F)F)c1)N1CCN(c2cnccn2)CC1	-5%	4%	4%	-13	16%	-5.2%	679	6%	-3%	0.8%
CCCCN(C)C(=O)CS(=O)(=O)Cc1nc(-c2cccc(OC)c2)oc1C	-2%	3%	-6%	-6	6%	-1.9%	512	19%	1%	-1.3%
Cc1ccccc1NC(=O)c1nn(C)c2c1CS(=O)(=O)c1ccccc1-2	-10%	nt	10%	22	31%	nt	676	nt	-5%	nt
Cc1ccccc1-c1nc(CS(=O)(=O)CC(=O)N2CCOCC2)c(C)o1	-13%	nt	17%	24	30%	nt	707	nt	0%	nt
O=C(O)CC/C(=C\c1cc2c(cc1Br)OCO2)c1nc2ccccc2s1	-4%	nt	-8%	-27	8%	nt	759	nt	2%	nt
CCOC(=O)c1c(NC(=O)Cn2nnc3ccccc32)sc2c1CCC(C)C2 (stereo unspecified)	-1%	2%	-4%	nt	13%	1.5%	nt	5%	3%	-1.6%
CCN(c1ccccc1)S(=O)(=O)c1cccc(C(=O)OCc2nc3sc(C)c(C)c3c(=O)[nH]2)c1	11%	?	32%	4	9%	-7.7%	678	3%	1%	5.8%
Cc1cc(CN2CCN(CCC#N)CC2)c(O)c(C2(C)CCCCC2)c1	-4%	6%	-3%	3	-3%	-2.3%	683	0%	2%	-1.2%
CCNc1nc(NC#N)nc(SCC(=O)OCC)n1	-8%	6%	-3%	nt	11%	-3.6%	nt	10%	4%	-0.7%
Cc1cc(=O)[nH]c(SCCCOc2ccc3c(c2)CCC3)n1	-3%	4%	-3%	0	23%	-1.7%	749	-1%	0%	0.0%
Cc1ccc(-c2nc3cnccn3c2Nc2c(C)cccc2C)o1	-1%	10%	12%	nt	-9%	-8.0%	nt	-12%	-2%	2.3%
COC(=O)c1nnc(-c2ccccc2)c(-c2ccccc2)n1	-2%	14%	0%	nt	-12%	-7.3%	nt	-2%	5%	-0.7%
Cc1ccccc1N1C(=O)N(c2cccc(C(F)(F)F)c2)C2CS(=O)(=O)CC21 (stereo unspecified)	-6%	2%	16%	nt	-12%	-4.0%	nt	-6%	2%	-0.2%
O=C(Nc1ccc(NC(=S)NC(=O)c2ccco2)cc1)c1ccccc1	0%	nt	-18%	-8	8%	nt	695	nt	-5%	nt
O=C(/C(C=Nc1ccc(F)cc1)=C(/O)c1ccco1)C(F)(F)F	-6%	9%	0%	-2	-116%	-0.7%	653	12%	2%	-2.3%
COc1c(Br)cc(C(N)=O)cc1OCc1ccccc1	-2%	0%	4%	-12	15%	-1.7%	607	-6%	-1%	0.4%
CCCC(=O)N(Cc1cc2cccc(C)c2[nH]c1=O)c1ccccc1OC	1%	1%	4%	-29	-2%	-3.4%	760	18%	-5%	1.2%
Cc1nn(CC(=O)NCCCN2CCCCC2)c(=O)c2cccn12	-14%	nt	6%	-2	3%	nt	774	nt	1%	nt

# High-throughput results (PubChem)
